HTR5A inv ctr: HTR5A inverse agonism, opioid heterodimer counter-screen | HTR5A cell line, luminescence | inhibition, % at 9.3 µM | 340,000 tested, 0.083% active | AID 504634; in the data active means inhibition mostly above about 23%, no sharp cut-off; inactive means mostly below about 18%;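 further: 0% = cells with DMSO and 100% = no-cell wells with DMSO; some compounds called inactive have numbers as strong as hits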
Target sequence (P47898 whole entry, looked up): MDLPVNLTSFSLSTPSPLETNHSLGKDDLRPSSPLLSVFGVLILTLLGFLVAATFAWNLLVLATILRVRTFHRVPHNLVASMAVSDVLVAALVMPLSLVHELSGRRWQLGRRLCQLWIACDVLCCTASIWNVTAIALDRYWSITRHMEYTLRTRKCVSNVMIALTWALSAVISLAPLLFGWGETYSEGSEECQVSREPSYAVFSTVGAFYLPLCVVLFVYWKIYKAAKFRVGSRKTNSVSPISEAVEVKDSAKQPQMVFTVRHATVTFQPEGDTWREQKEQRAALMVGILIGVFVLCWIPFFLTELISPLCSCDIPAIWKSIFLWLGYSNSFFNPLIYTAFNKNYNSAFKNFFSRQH
PKA-R2B act: PKA-R2B complex activation; 340,000 tested, 0.079% active; activation, % at 11.4 µM; PKA-R2B holoenzyme dissociation, Cy5-IP20 fluorescence polarization; R2B truncated from residue 108, S112A mutant; 0% DMSO only, 100% 113 µM cGMP; P22694+P31323;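 active means activation above a cutoff set at the mean over all compounds plus 3 SD, cut at about 18% in these data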;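 further: higher means more holoenzyme dissociation and a rise in polarization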
DAGLB inhibitor: diacylglycerol lipase beta (human) inhibition; 340,000 tested, 0.059% active; Q8NCG7; AID 504411; HEK293T DAGLB membrane lysate, EnzChek fluorogenic substrate; inhibition, % at 5.17 µM; in the data active means inhibition above about 34%;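 further: 0% = enzyme with vehicle and 100% = wells lacking enzyme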
Target sequence (Q8NCG7 whole entry, looked up): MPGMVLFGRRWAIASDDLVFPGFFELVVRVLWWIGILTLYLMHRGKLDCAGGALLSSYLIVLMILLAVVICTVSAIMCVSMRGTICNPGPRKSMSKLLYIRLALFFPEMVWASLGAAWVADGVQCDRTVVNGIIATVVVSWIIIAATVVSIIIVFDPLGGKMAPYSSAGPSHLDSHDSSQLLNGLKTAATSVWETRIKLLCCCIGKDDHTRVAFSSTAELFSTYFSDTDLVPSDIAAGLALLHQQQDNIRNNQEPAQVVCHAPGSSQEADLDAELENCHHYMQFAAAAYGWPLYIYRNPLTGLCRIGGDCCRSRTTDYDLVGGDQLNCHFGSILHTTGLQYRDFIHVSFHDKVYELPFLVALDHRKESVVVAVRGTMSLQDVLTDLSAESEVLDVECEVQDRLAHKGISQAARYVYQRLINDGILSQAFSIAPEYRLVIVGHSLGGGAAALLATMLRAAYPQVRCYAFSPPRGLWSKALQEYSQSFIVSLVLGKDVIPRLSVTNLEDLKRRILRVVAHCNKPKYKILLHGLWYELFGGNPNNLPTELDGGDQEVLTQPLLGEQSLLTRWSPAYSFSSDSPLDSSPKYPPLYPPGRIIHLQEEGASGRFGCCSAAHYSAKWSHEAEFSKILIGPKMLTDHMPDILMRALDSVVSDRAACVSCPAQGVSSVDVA
Arr AP2 block: blocks beta-arrestin peptide binding to AP2 adaptin; FITC-arrestin peptide / GST-AP2 beads, flow cytometry; AP2 beta2 appendage carries R879A mutation; inhibition, % at 10 µM; 340,000 tested, 0.31% active; AID 504490;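 active means inhibition above a set limit, near 3 SD of compounds lacking own fluorescence, cut at about 54% in these data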;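 further: plate controls were DMSO wells for no effect and 5 µM unlabelled arrestin peptide for full effect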
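Assay system: GST-AP2 R879A bound to glutathione beads, E. coli-expressed; Medium: PBS with 0.05% Tween 20 and 0.1% BSA; Also added: fluorescein-tagged arrestin peptide at 50 nM final; Timing: 12 min plus 1 h, RT; Measured by: flow cytometry, FL1 (488/535 nm); Evaluation: percent drop in bead-associated FITC signal.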
PKA-R1A act: PKA-R1A complex activation | PKA-R1A dissociation, Cy5-IP20 fluorescence polarization; scaled: DMSO 0%, 113 µM cGMP 100% | activation, % at 11.4 µM | 340,000 tested, 0.083% active | AID 504707;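 active means percent activation above the mean of all tested compounds plus 3 SD, cut at about 19% in these data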;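 further: higher means more PKAc released from R1A so a rise in polarization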
MOR-DOR ag: agonists of human mu-delta opioid receptor heterodimerization; P35372+P41143; cells, OPRM1-OPRD1 heterodimerization, luminescence; activation, % at 9.3 µM; 340,000 tested, 0.3% active; AID 504326; in the data active means activation above about 18%;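 further: 0% = vehicle-treated cells and 100% = reference agonist; values of inactives mirror those of a sister screen read the other way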
V-ATPase pHluor: regulators of yeast V-ATPase proton transport | S. cerevisiae, pHLuorin cytosolic pH fluorescence | response, % at 10 µM | 350,000 tested, 0.37% active; in the data active means response mostly above about 7.3%, no sharp cut-off; inactive means mostly below about 5.4%; further: actives read high; inactives centre near 0; some compounds called inactive have numbers as strong as hits; reference of the scale not given here
HTR5A ag: counter-screen for OPRM1-OPRD1 agonists: human HTR5A agonism; activation, % at 9.3 µM; HTR5A agonist assay, luminescence, cell-based; AID 504692; 340,000 tested, 0.61% active; P47898; in the data active means activation mostly above about 9.5%, no sharp cut-off; inactive means mostly below about 7.6%;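 further: 0% = cells with vehicle only and 100% = reference agonist; strong numbers were not always called active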
DSG3 Ab inh: blocks pemphigus antibody binding to human desmoglein-3; P32926; DSG3-coupled beads, scFv-anti-DSG3-GFP binding, flow cytometry; stronger effect = lower value; binding (percent of control), % at 10 µM; 310,000 tested, 0.48% active; AID 588358;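 active means binding more than 3 SD below its plate's average and above zero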;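 further: hits lower antibody fragment binding to DSG3; some compounds called inactive have numbers as strong as hits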
MOR-DOR inv ag: mu-delta opioid heterodimer inverse agonism. cell-based MOR-DOR heterodimer luminescence. 340,000 tested, 0.21% active. AID 504357. inhibition, % at 9.3 µM. P35372+P41143; in the data active means inhibition above about 22%, passing the limit was not always enough;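 further: 0% = cells with DMSO and 100% = wells without cells with DMSO; values of inactives mirror those of a sister screen read the other way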
Numbers without * were called inactive; nt = not tested or not shown. Rows were taken by chance; overall some 2.4% were active at least once.

Compound	HTR5A inv ctr	PKA-R2B act	DAGLB inhibitor	Arr AP2 block	PKA-R1A act	MOR-DOR ag	V-ATPase pHluor	HTR5A ag	DSG3 Ab inh	MOR-DOR inv ag
O=C(NCc1nnnn1-c1ccc(F)cc1)C1CC(=O)N(c2ccc(F)cc2)C1 (configuration not stated)	-22	-2	2	0	-11	-0.6	0	7	96	4
O=C1CC(c2ccccc2)=C(c2ccccc2)C1	8	0	71*	-15	-2	-0.2	4	-2	nt	1
O=S(=O)(c1ccc(Br)cc1)c1cnc2ccccc2n1	4	5	2	-5	-12	-0.1	-6	-3	102	1
CC(C)c1ccc(S(=O)(=O)N2CCN(C(=O)c3cc(-c4ccccc4)n[nH]3)CC2)cc1	-5	-8	2	7	-3	5.9	1	2	107	-30
C[C@H](NC(=O)[C@@H]1Cc2ccccc2CN1)C(=O)NC[C@H]1CC[C@H](C(=O)O)CC1	10	-9	-2	-9	-9	-3.7	-1	-3	114	17
COc1ccc(CN(CCC(c2ccccc2)c2ccco2)C(=O)c2ccco2)cc1 (configuration not stated)	11	7	0	4	1	1.7	0	-5	87	-11
O=C(Cn1cnc2c(nnn2Cc2ccccc2)c1=O)NCC1CCCO1 (configuration not stated)	-18	-4	1	-7	-8	-1.3	4	3	103	8
CC(C)[C@H]1CC[C@@H](C)C(C(=O)c2ccccc2)C1=O (some centres not stated)	-10	-1	-2	11	0	-2.8	-4	-2	84	14
Cc1[nH]c2ccccc2c1/C=N/NC(=O)c1cc(-c2cccs2)[nH]n1	-6	-16	1	7	-9	2.7	1	-3	110	-18
O=C(Nc1nnc(SCc2ccccc2)s1)c1cc2c(s1)CCCC2	21	0	2	6	-7	-2.0	-3	1	106	12
CCOC(=O)c1cc(-c2ccccc2)sc1NC(=O)C(C)N1C(=O)NC(C)(c2ccc(Cl)cc2)C1=O (configuration not stated)	-11	-1	2	-6	-4	-1.4	-4	-1	88	8
CC1(C)C(=O)Nc2ccccc2N1C(=O)COC(=O)CCSc1ccccc1	-4	-4	0	13	-9	-1.7	-3	0	98	8
O=C(CC1OCC2CCCN2C1=O)Nc1ccc([N+](=O)[O-])cc1 (configuration not stated)	-41	-8	0	-7	4	0.4	3	4	123	-3
C=CCSc1nc2ccccc2c(=O)[nH]1	-7	1	-1	1	1	-2.1	1	2	97	11
CCCN1C(=O)C(NC(=O)c2ccncc2)(C(F)(F)F)C2=C1CC(C)(C)CC2=O (configuration not stated)	10	-1	1	29	-5	-1.5	-1	-4	97	9

Sorted by value in DAGLB inhibitor (descending): 5 of the compounds above
compound	DAGLB inhibitor
O=C1CC(c2ccccc2)=C(c2ccccc2)C1	71*
O=C(Nc1nnc(SCc2ccccc2)s1)c1cc2c(s1)CCCC2	2
CCCN1C(=O)C(NC(=O)c2ccncc2)(C(F)(F)F)C2=C1CC(C)(C)CC2=O (configuration not stated)	1
C=CCSc1nc2ccccc2c(=O)[nH]1	-1
C[C@H](NC(=O)[C@@H]1Cc2ccccc2CN1)C(=O)NC[C@H]1CC[C@H](C(=O)O)CC1	-2

More structures:
Compound	HTR5A inv ctr	PKA-R2B act	DAGLB inhibitor	Arr AP2 block	PKA-R1A act	MOR-DOR ag	V-ATPase pHluor	HTR5A ag	DSG3 Ab inh	MOR-DOR inv ag
Cc1oc2c(Cl)c(Cl)c(O)c(CN(C)C)c2c1C(=O)c1ccc(Cl)cc1	-8	-5	2	29	-13	1.2	-4	3	113	-6
COc1ccc2c(c1)c(C(=O)CN1CCN(C(=O)c3ccco3)CC1)c(C)n2C	1	-8	1	6	0	-0.6	-1	0	104	3
O=C(On1c(-c2ccccc2)nc2ccccc2c1=O)c1ccco1	-23	3	5	-11	-4	0.1	2	3	104	-1
S=C(Nc1ccccc1)Nc1ccc2cn[nH]c2c1	-4	3	2	23	7	3.4	-2	2	104	-17
O=c1[nH]nc(-c2ccccc2)c2ccccc12	-24	-9	-5	2	2	-3.2	1	8	100	16
CCN(Cc1nc(-c2ccccc2)no1)C(=O)c1ccc2c(c1)OCO2	-7	9	-6	10	-6	-0.9	-3	1	108	5
CCC(=O)Nc1cc(C(=O)O)ccc1S(=O)(=O)c1ccc(C)cc1	-11	7	0	1	2	-2.3	0	4	96	12
CS(=O)(=O)N(CCc1ccccc1)CC(=O)N1CCN(Cc2ccc3c(c2)OCO3)CC1	2	8	-2	17	-1	0.8	5	3	104	-5
CCc1ccc(NC(=O)COC(=O)/C=C/c2c(C)nn(C3CCS(=O)(=O)C3)c2Cl)cc1 (configuration not stated)	-10	-6	0	17	-1	-3.2	5	3	103	15
CN1/C(=C\C=N\NC(=O)c2ccccc2Br)C(C)(C)c2ccccc21	1	7	4	-5	-8	-1.6	3	4	127	9
C=CC[N+](C)(C)CCCNC(=O)/C=N/O	-27	0	0	-48	-14	-0.3	-1	-1	nt	2
NS(=O)(=O)c1ccc(NC(=S)Nc2ccc(F)c(F)c2)cc1	-4	-10	-2	6	-7	0.5	-1	1	109	-3
CCCCC1CC(CSc2ncn[nH]2)OC1=O (configuration not stated)	1	-5	-1	19	-8	-0.4	-4	0	100	2
O=C(COC(=O)/C=C/c1ccccc1Cl)NCc1ccccc1	6	-11	-11	-8	-5	-3.4	-3	2	108	18
Cc1c(C)c(C)c(S(=O)(=O)Nc2ccc3[nH]c(=O)[nH]c3c2)c(C)c1C	-15	-12	1	21	-3	0.8	-2	2	nt	-5
O=C(O)CCc1ccc(-c2ccc(Br)cc2)n1-c1ccc(O)cc1	-20	5	2	41	-14	3.3	12*	5	101	-16
C/C(CCC1CC(C)OC1=O)=N/Nc1nc(-c2ccccc2)cs1 (configuration not stated)	6	2	2	4	0	0.3	6	7	80	-2
O=C(CN(c1ccccc1Cl)S(=O)(=O)c1ccccc1)NC1CC2CCC1C2 (configuration not stated)	nt	-3	-1	nt	-8	nt	-3	nt	106	nt
Cc1cccc(-n2ncc3c(N4CCC(C)CC4)ncnc32)c1	-2	-5	-20	-9	1	9.8	-3	1	100	-58
O=C(CCNS(=O)(=O)c1ccccc1F)NC1CCCCCC1	-27	-3	-2	37	15	5.1	-1	11	95	-21
O=C(Nc1nc2ccccc2s1)c1ccc([N+](=O)[O-])o1	12	-4	5	5	5	2.2	10	-3	94	-13
O=C1C=C(c2ccc(O)cc2)C[C@@H](c2ccc(Cl)cc2)C1	-5	-8	-2	7	0	4.5	1	1	97	-25
CN(C)C(C(=O)NC1CCCCC1)c1ccc(Cl)cc1 (configuration not stated)	18	1	-4	-4	-5	-0.8	-1	-5	100	5
O=C(CNC(=O)N1CC(=O)Nc2ccccc21)Nc1ccc(Cl)cc1Cl	nt	-5	0	nt	2	nt	nt	nt	94	nt
CC(C)CCN1C(=O)C2(OCCCO2)c2cc(Cl)ccc21	-4	-3	-10	-7	-16	6.2	-1	1	95	-29
CCC(C)(C)NC(=O)C(c1ccc(O)cc1)N(CCOC)C(=O)CCC(=O)Nc1nccs1 (configuration not stated)	-14	-10	-2	5	-1	-3.7	8	2	91	19
COc1ccc(OC)c(-c2nnc3n2N=C(c2ccc(OC)c(OC4CCOC4)c2)CS3)c1 (configuration not stated)	0	19*	0	5	1	2.4	1	0	104	-13
CN(CC(=O)Nc1c(Cl)cccc1Cl)C(=O)c1cc(S(=O)(=O)N(C)C)ccc1N1CCCC1	6	5	0	-8	-4	-1.7	-2	-3	121	9
COc1ccc(-c2nc(SCC(=O)N3CCCC3)n[nH]2)cc1	-4	2	-2	-3	6	-0.1	-2	3	96	1
S=C(Nc1ccc2nsnc2c1)N1CCCCC1	-4	-1	-16	21	1	4.7	1	2	97	-28

Compounds above with an aryl methoxy group (four):
Compound	HTR5A inv ctr	PKA-R2B act	DAGLB inhibitor	Arr AP2 block	PKA-R1A act	MOR-DOR ag	V-ATPase pHluor	HTR5A ag	DSG3 Ab inh	MOR-DOR inv ag
COc1ccc(CN(CCC(c2ccccc2)c2ccco2)C(=O)c2ccco2)cc1 (configuration not stated)	11	7	0	4	1	1.7	0	-5	87	-11
COc1ccc2c(c1)c(C(=O)CN1CCN(C(=O)c3ccco3)CC1)c(C)n2C	1	-8	1	6	0	-0.6	-1	0	104	3
COc1ccc(OC)c(-c2nnc3n2N=C(c2ccc(OC)c(OC4CCOC4)c2)CS3)c1 (configuration not stated)	0	19*	0	5	1	2.4	1	0	104	-13
COc1ccc(-c2nc(SCC(=O)N3CCCC3)n[nH]2)cc1	-4	2	-2	-3	6	-0.1	-2	3	96	1

Going on with the list.
Compound	HTR5A inv ctr	PKA-R2B act	DAGLB inhibitor	Arr AP2 block	PKA-R1A act	MOR-DOR ag	V-ATPase pHluor	HTR5A ag	DSG3 Ab inh	MOR-DOR inv ag
CC(C)Cn1c(=S)[nH]c2ccccc2c1=O	5	-8	0	-27	6	-0.1	-4	3	101	1
COC(=O)c1c(NC(=O)CS(=O)(=O)c2ccccc2)sc(C)c1C	12	-2	-2	-15	-2	0.8	-1	-2	111	-5
CC(C)c1ccc(C(=O)NCCCNC(=O)c2cnccn2)cc1	-1	0	-2	-17	-5	0.2	-10	0	nt	-1
CC(SC1=NCCS1)C(=O)Nc1nnc(-c2ccc(F)cc2)s1 (configuration not stated)	-1	-2	1	-1	-20	2.0	0	0	96	-12
CC(=O)Nc1ccc(NC(=O)CSc2nnc(-c3cccnc3)o2)cc1	-1	-23	2	0	-1	-3.0	-4	-3	100	16
COC(=O)CCC(=O)Nc1ccc(Br)cc1	-8	5	-1	-1	3	-3.0	2	3	97	15
C/C(=N/NC(=O)c1nnn(-c2nonc2N)c1CSc1ccc(C)cc1)c1ccncc1	nt	6	-4	nt	5	nt	nt	nt	91	nt
COC(=O)c1sccc1NC(=O)C1CC(C)=C(C)CC1C(=O)O (configuration not stated)	-1	-13	0	-7	6	-1.1	0	0	nt	6
COc1ccc(-c2cc(C(=O)NC3=NCCS3)c3ccccc3n2)cc1OC	-24	5	3	-8	-1	-3.3	1	9	105	19
O=C(O)CCCCc1nc2ccccc2s1	-19	-3	-1	3	2	-1.8	-4	7	102	9

From PubChem BioAssay
